# Source: PubChem BioAssay
# MCF10A rerep – A quantitative high throughput screen for small molecules that induce DNA re-replication in MCF 10a normal breast cells. MCF 10A DNA re-replication, Hoechst nuclear intensity, 48 h. Potency, µM (titrated, usually from 46.1 µM), inactives show at the highest dose activity, positive = re-replication, actives largely listed as activators. hit rate 2.9% among 350,000; also: potency is read from the fitted curve at half-maximal effect; % of control where 0% means no effect; nearly all actives have a fitted effect of over 50% in size
# ATXN viability – Viability Counterscreen for Primary qHTS for Inhibitors of ATXN expression; S2 cells (HEK-293 line with an ATXN2-luciferase reporter) viability, CellTiter-Fluor protease fluorescence, 24 h; hit rate 0.49% among 400,000; Potency, µM (doses to about 56.7 µM), usual class: cytotoxic; also: potency is read from the fitted curve at half-maximal effect; nearly all actives have a fitted effect of over 40% in size
# TGFb inhibitor – qHTS for Inhibitors of TGF-b. HepG2 CAGA-GFP TGF-b/SMAD3 reporter, GFP fluorescence, 18 h; TGF-beta stimulated, 500 pg/mL final. Potency, µM (titrated, usually from 46.1 µM), for the others: at the top dose activity, negative = inhibition, most hits filed as inhibitors. hit rate 1.2% among 410,000. AID 588855, 2011; also: potency is read from the fitted curve at half-maximal effect; % is scaled to controls: 0 for no effect and ±100 for the full control effect; nearly all actives have a fitted effect of over 65% in size
#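 Inhibition was scored as loss of TGF-beta-induced (500 pg/mL final, 18 hours, 37 degrees C) GFP in HEPG2 cells carrying a CAGA-GFP reporter, in DMEM with 1% FBS. Well GFP was summed per cell; Activity was normalised to unstimulated and stimulated DMSO wells, then concentration-response fitting.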
# Nrf2 ARE act – qHTS of Nrf2 Activators; AREc32 ARE-luciferase reporter (MCF7-derived line), luminescence, 24 h; Potency, µM (series often up to 46.1 µM), for the others: at the highest dose activation, hits mostly activators; hit rate 0.31% among 410,000; AID 624171, 2012; also: potency is read from the fitted curve at half-maximal effect; % of control where 0% means no effect; nearly all actives have a fitted effect of over 65% in size
#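 ARE activation measured as luciferase luminescence (Steady-Glo, 30 min RT) in AREc32_Fluc cells after 24 hr compound exposure at 37 deg C, 5% CO2; cells seeded overnight at 1000/well in OPTI-MEM, 5% FBS.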
# Nrf2 block – Nrf2 qHTS screen for inhibitors. A549 ARE-Fluc reporter, luciferase luminescence, 18-24 h. Potency, µM (highest dose often 46 µM), without a hit: top-dose activity change, negative = inhibition, hits mostly inhibitors. hit rate 2.1% among 360,000; also: potency is read from the fitted curve at half-maximal effect; % is scaled to controls: 0 for no effect and ±100 for the full control effect; nearly all actives have a fitted effect of over 60% in size
#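 Cells were seeded and rested 2 h, then exposed to compounds for 18-24 h. CellTiter-Fluor was read first as a viability measure. BugLite was added 15 min before the final luminescent read of ARE-luciferase activity in A549 cells.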
# A549 viability – Nrf2 qHTS screen for inhibitors: counterscreen for cytotoxicity; A549 ARE-Fluc cells, CellTiter-Fluor viability, 18-24 h; Potency, µM (titrated, usually from 46 µM), without a hit: at the highest dose activity change, negative = cytotoxicity, usual class: inhibitors; hit rate 0.16% among 390,000; also: potency is read from the fitted curve at half-maximal effect; % is scaled to controls: 0 for no effect and ±100 for the full control effect
#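 Cytotoxicity counterscreen: CellTiter-Fluor fluorescence was measured in A549 ARE_Fluc cells after 18-24 h of compound exposure in a concentration series. The subsequent BugLite luminescent read reports ARE-luciferase activity.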
# HepG2 viability – qHTS for Inhibitors of TGF-b: Cytotox Counterscreen. hit rate 0.76% among 410,000. Potency, µM (top dose mostly 46.1 µM), for inactives: at the highest dose activity change, negative = cytotoxicity, actives largely listed as cytotoxic. HepG2 CAGA-GFP viability, ATP luminescence, 18 h; also: potency is read from the fitted curve at half-maximal effect; some results filed as inactive show a strong effect at the top dose
#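 CellTiter-Glo luminescence gave cytotoxicity after 18 hours at 37 degrees C. The cells were HepG2 CAGA-GFP in 1% FBS DMEM, stimulated with 500 pg/mL TGF-beta after compound addition. %Activity was normalised to no-cell wells (complete cell-killing) and DMSO (no toxicity), and curves were fitted and classified.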
# ATXN2 expr inh – Primary qHTS for Inhibitors of ATXN expression. HEK-293 ATXN2-luciferase reporter, luminescence, 24 h. Potency, µM (doses to about 57 µM), without a hit: top-dose activity change, negative = inhibition, hits mostly inhibitors. hit rate 0.72% among 360,000. AID 1745845, 2022; also: potency is read from the fitted curve at half-maximal effect; % is scaled to controls: 0 for no effect and ±100 for the full control effect; nearly all actives have a fitted effect of over 55% in size
#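 ATXN2-luciferase reporter cells (luciferase flanked by upstream and downstream ATXN2 gene portions) were treated 24 h at 37 °C with compounds at up to 57 uM. SteadyGlo luminescence gave expression; GF-AFC fluorescence gave viability.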
# IL1B secr inh – qHTS for Inhibitors of Inflammasome Signaling: IL-1-beta AlphaLISA Primary Screen. THP-1 LPS/ATP IL-1B secretion, AlphaLISA, 16 h; hits give low values. hit rate 4.7% among 360,000. activity change, % at 57.5 µM. AID 743279, 2014; in the data active = activity change below about -50%; inconclusive = mostly about -30% to -49%; also: % is scaled to controls: 0 for no effect and ±100 for the full control effect
#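 THP-1 cells pretreated 1 hr with compounds (up to 57.5 uM final), then stimulated with LPS (250 ng/mL final) plus ATP (1.25 mM final); secreted IL-1B measured by AlphaLISA after 16 hr, decreased signal indicating inhibition.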
# * hit, by the source's call; i = inactive; ? = inconclusive; / = not tested or not shown; & = joins results of further samples; [ ] = remark or other dose. Unless noted, calls follow the shape of the dose curve; as a rule, active = well fitted curve in the direction sought with a large enough effect; inconclusive = small, poorly fitted or top-dose-only effect, or another doubt; inactive = no such curve, though single readings can be large; an effect the other way counts as inactive or inconclusive.
# Values run as follows: MCF10A rerep	ATXN viability	TGFb inhibitor	Nrf2 ARE act	Nrf2 block	A549 viability	HepG2 viability	ATXN2 expr inh	IL1B secr inh
> O=C1CC(N2CCSCC2)C(=O)N1c1ccc(F)cc1 (stereo not given)
  4%	?	5%	-1.6%	6%	-3%	10%	-17%	0
> CC1(C(=O)NCc2cccnc2)CCC(=O)N1Cc1cccs1 (stereo not given)
  -5%	i	3%	-0.4%	-8%	-3%	5%	6%	2
> O=C(NCC1CC1)c1onc(CSc2ccncc2)c1C(=O)NCC1CC1
  -9%	i	-4%	-0.3%	-6%	-1%	-10%	-7%	-23
> COc1ccc(CC2(CO)CCN(Cc3cccc4nccnc34)CC2)cc1
  2%	i	3%	0.2%	?	12%	7%	-21%	-14
> Cc1ccc(CNC(=O)CSCc2ccccc2)cc1
  18%	i	14%	4.2%	5%	-1%	23%	/	4
> CC1=C(C(=O)Nc2c(C)cc(C)cc2C)C2(CCN(C(C)C)CC2)OC1=O
  /	i	0%	1.9%	-14%	15%	-41%	-10%	/
> CCC(C)Nc1cc(C)c(C#N)c2nc3ccccc3n12 (stereo not given)
  ?	i	0%	1.5%	-9%	1%	1%	-12%	16
> O=C(Nc1cccc(C(=O)N2CCOCC2)c1)c1ncn[nH]1
  ?	i	-9%	-0.8%	-15%	4%	-31%	-5%	22
> CCNC(=O)Cc1ccc(Br)cc1
  -11%	i	1%	-0.2%	/	-3%	24%	1%	0
> CCCOc1ccc(N2C(=O)CC(N(CCOC34CC5CC(CC(C5)C3)C4)C(C)=O)C2=O)cc1 (stereo not given)
  23%	i	-13%	-0.2%	-24%	-8%	-1%	-14%	-4
> CC1CCN(CCCNC(=O)c2n[nH]c(=O)c3ccccc23)CC1
  0%	?	-5%	-0.7%	15%	16%	-6%	-7%	-4
> COc1ccccc1Nc1nc(-c2sc(NC(=O)C(C)(C)C)nc2C)cs1
  5%	i	?	0.9%	7.3µM*	-4%	-39%	-17%	-25
> COc1ccc(-c2nc3c(C#N)c[nH]n3c2NC2CCCC2)c(OC)c1
  /	i	-27%	2.6%	?	-6%	-46%	7%	/
> O=C(CCc1ccccc1)Nc1nc2ccc(S(=O)(=O)N3CCOCC3)cc2s1
  -4%	i	8%	0.0%	/	3%	-17%	2%	-2
> O=C(Nc1ccccc1)NC1(C(=O)NCc2ccco2)CCCCC1
  4%	i	-10%	-0.5%	9%	2%	-11%	-10%	0
> O=C1NC(=S)S/C1=C1\Sc2ccccc2N1CCCS(=O)(=O)O
  -4%	i	2%	-0.6%	5%	-20%	-3%	7%	0
> CCn1nnnc1SCC(=O)N1CCOCC1
  -3%	i	-30%	-0.1%	9%	-1%	-8%	2%	2
> O=C(NCc1ccccc1)C(=O)NCC(c1ccc2c(c1)OCO2)N1CCOCC1 (stereo not given)
  /	/	0%	0.2%	/	8%	-13%	/	/
> CCC(=O)N1c2ccccc2CC1C(=O)NCCN1CCN(c2cccc(Cl)c2)CC1 (stereo not given)
  /	?	-7%	-0.7%	/	-17%	-11%	-13%	/
> C/C=N\NC(=O)CNC(=O)CNC(=O)c1ccccc1
  ?	i	-7%	0.2%	7%	1%	-7%	-8%	-9
> O=C(O)COc1ccc(-c2nnn(Cc3ccccc3F)n2)cc1
  2%	i	10%	-1.4%	/	-2%	-1%	-22%	0
> COc1ccc(CCC(=O)NNC(=O)c2cccs2)cc1
  13%	i	0%	0.8%	2%	-1%	-3%	0%	6
> CCn1c(COc2ccc(Cl)cc2)nnc1SCC(=O)Nc1ccc2c(c1)OCCO2
  0%	i	0%	0.4%	11%	-6%	-8%	3%	1
> COc1ccccc1/C=C/C(=O)NNC(=O)c1cc(C)oc1C
  1%	i	1%	0.4%	6%	0%	-1%	3%	-13
> COc1c(Br)cc(Br)cc1/C=C1/C(=O)N=C(N)N1C
  8%	i	-5%	4.2%	?	-10%	-17%	0%	-54*
> COc1ccnc(Oc2ccc(F)cc2)c1C(=O)N/C=N/OCc1cccc(F)c1
  -2%	i	5%	2.0%	-2%	-1%	-2%	-10%	0
> CC(=O)c1c(C)n(S(=O)(=O)c2ccc(Cl)cc2)c2ccc(NS(=O)(=O)c3ccc(Cl)cc3)cc12
  /	/	?	-0.9%	?	-19%	-1%	/	/
> N=c1c2c(-c3ccccc3)c(-c3ccccc3)n(Cc3ccco3)c2ncn1CCN1CCOCC1
  ?	?	?	2.4%	-3%	?	-53%	?	-81*
> COc1cccc(CNC(=O)CCCn2nc(C)c3c(C)n(-c4ccccc4)nc3c2=O)c1
  0%	i	-10%	0.0%	-25%	5%	4%	-7%	-24
> Cc1cccc(NC(=S)NC(=O)CCc2ccccc2)c1
  ?	i	?	6.2%	?	3%	1%	13%	14

# Of the compounds above, three contain an NH in an aromatic ring.
# Values run as follows: MCF10A rerep	ATXN viability	TGFb inhibitor	Nrf2 ARE act	Nrf2 block	A549 viability	HepG2 viability	ATXN2 expr inh	IL1B secr inh
> O=C(Nc1cccc(C(=O)N2CCOCC2)c1)c1ncn[nH]1
  ?	i	-9%	-0.8%	-15%	4%	-31%	-5%	22
> CC1CCN(CCCNC(=O)c2n[nH]c(=O)c3ccccc23)CC1
  0%	?	-5%	-0.7%	15%	16%	-6%	-7%	-4
> COc1ccc(-c2nc3c(C#N)c[nH]n3c2NC2CCCC2)c(OC)c1
  /	i	-27%	2.6%	?	-6%	-46%	7%	/

# Further entries.
# Values run as follows: MCF10A rerep	ATXN viability	TGFb inhibitor	Nrf2 ARE act	Nrf2 block	A549 viability	HepG2 viability	ATXN2 expr inh	IL1B secr inh
> CCCCN(C)CCNC(=O)CN1C(=O)CSc2ccc(S(=O)(=O)N3CCCCC3)cc21
  ?	?	11%&0%	0.5%&-0.5%	10%	0%&-11%	5%&-18%	-15%&-19%	?
> CCCS(=O)(=O)Nc1c(C(=O)OC)[nH]c2ccccc12
  -39%[inhibitor]	i	-18%	4.8%	5%	3%	-20%	-3%	0
> CCOC(=O)c1cccc(NC(=O)CN2C(=O)c3ccccc3Sc3ncccc32)c1
  /	?	8%	6.7%	-28%	4%	-26%	-26%	/
> CCn1nc(C)cc1C(=O)N(C)C1CCCN(Cc2ccccc2F)C1 (stereo not given)
  2%	?	8%	-0.5%	-1%	-11%	5%	3%	-1
> CCN(CC)CCNC(=O)Cn1cnc2sc(C)c(S(=O)(=O)N3CCC(C)CC3)c2c1=O
  0%	i	-4%&-11%	-0.1%&-1.1%	12%	10%&0%	-1%&-17%	1%&10%	-6
> CC(=O)Nc1cccc(S(=O)(=O)N2CCCCCC2)c1
  1%	i	1%	0.3%	10%	-2%	2%	5%	-18
> CC(C)(OC(=O)NC(=O)C(F)(F)F)C(C)(C)OC(=O)NC(=O)C(F)(F)F
  16%	i	4%	0.3%	12%	7%	10%	-14%	-13
> CN(CC#CC(O)(c1ccccc1)c1ccccc1)C(C)(C)C
  28%	i	12%	-0.1%	0%	-3%	0%	-10%	-6
> O=C(CN(c1ccccc1Cl)S(=O)(=O)c1ccccc1)NCc1ccccc1
  0%	i	14%	-0.5%	17%	-6%	-1%	5%	-10
> CCCn1c(SCC(=O)OCC)nc(C(F)(F)F)cc1=O
  -2%	i	10%	0.1%	21%	7%	2%	-5%[11.3 µM]	-2
> CCn1cc(C(=O)NCc2ccc(Cl)cc2)c(=O)c2cc(S(=O)(=O)N(C)C3CCCCC3)ccc21
  /	i	?	0.5%	?	-5%	-25%	-14%	/
> CC(C)CN(C(=O)c1ccc([N+](=O)[O-])s1)c1c(N)n(Cc2ccccc2)c(=O)[nH]c1=O
  ?	i	-12%	2.6%	-4%	-5%	1%	1%	-3
> Cc1cc(C(=O)NNC(=O)c2ccccc2[N+](=O)[O-])c(C)o1
  -6%	i	5%	2.4%	11%	10%	-8%	4%	14
> COc1cc(NC(=O)CN(c2cc(C)cc(C)c2)S(=O)(=O)c2c(C)[nH]c(=O)[nH]c2=O)cc(OC)c1
  -2%	i	-1%&-1%	-1.5%&-0.9%	15%&1%	6%&36%	-26%&7%	6%&-2%	8
> Cc1nn(-c2ccccc2)c(C)c1/C=N/NC(=O)CSc1nnc(SCc2ccc(Cl)cc2)s1
  16%	i	10%	2.6%	?	-10%	-1%	78%[activator]	-5

# Marked active in IL1B secr inh, among the entries above:
SMILES	IL1B secr inh
COc1c(Br)cc(Br)cc1/C=C1/C(=O)N=C(N)N1C	-54*
N=c1c2c(-c3ccccc3)c(-c3ccccc3)n(Cc3ccco3)c2ncn1CCN1CCOCC1	-81*

# Of the compounds above, two contain bromine:
# Values run as follows: MCF10A rerep	ATXN viability	TGFb inhibitor	Nrf2 ARE act	Nrf2 block	A549 viability	HepG2 viability	ATXN2 expr inh	IL1B secr inh
> CCNC(=O)Cc1ccc(Br)cc1
  -11%	i	1%	-0.2%	/	-3%	24%	1%	0
> COc1c(Br)cc(Br)cc1/C=C1/C(=O)N=C(N)N1C
  8%	i	-5%	4.2%	?	-10%	-17%	0%	-54*
